Screening results deposited in PubChem BioAssay by several laboratories.
HSF1 inhib: HSF1 inhibition. 300,000 compounds, 0.77% hits. NIH3T3-HGL HSE-luciferase, MG132-induced, luminescence 8 h; stronger effect = lower value. activity change, negative = inhibition, % at 7.5 µM (by protocol). AID 2098;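 active = more than half of replicate wells show activity change below -50%, luminescence cut by over half; inconclusive = some wells, but at most half, below -50%; inactive = no replicate well below -50%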;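 note: luciferase reports HSF-1 transcriptional activity via heat shock element; 0% = median of DMSO wells and -100% = zero luminescence signal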
HIF activator: HIF pathway transcriptional activation | U2OS HRE-luciferase reporter, luminescence; normalized: DMSO 0%, desferrioxamine 100% | activation, % at 7.5 µM (by protocol) | 300,000 compounds, 0.32% hits | AID 1910;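 active = mean activation of at least 10% of the iron chelator positive control signal, with at least half of replicates also reaching 10%; inconclusive = mean and replicate majority disagree about reaching 10%; inactive = mean and most replicates under 10%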
aSyn UTR inh: MLPCN primary screen, SNCA 5' untranslated region. 300,000 compounds, 0.82% hits. alpha-synuclein 5'UTR reporter, inhibitor activity. inhibition, % (tested at 7.5 µM); in the data active = inhibition above about 60%; inconclusive = no clear call, values can overlap the other calls;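 note: H4 neuroglioblastoma cells stably carrying SNCA 5'UTR luciferase fusion; 0% = DMSO wells and 100% = positive control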
HDAC3 inhib: human HDAC3 inhibition; recombinant HDAC3, fluorogenic peptide/trypsin coupled, fluorescence; inhibition, % at 8.3 µM; 320,000 compounds, 0.15% hits; AID 2718; in the data active = inhibition above about 26%, passing the limit was not always enough; inconclusive = no clear call, values can overlap the other calls
Target sequence (O15379 whole entry, looked up): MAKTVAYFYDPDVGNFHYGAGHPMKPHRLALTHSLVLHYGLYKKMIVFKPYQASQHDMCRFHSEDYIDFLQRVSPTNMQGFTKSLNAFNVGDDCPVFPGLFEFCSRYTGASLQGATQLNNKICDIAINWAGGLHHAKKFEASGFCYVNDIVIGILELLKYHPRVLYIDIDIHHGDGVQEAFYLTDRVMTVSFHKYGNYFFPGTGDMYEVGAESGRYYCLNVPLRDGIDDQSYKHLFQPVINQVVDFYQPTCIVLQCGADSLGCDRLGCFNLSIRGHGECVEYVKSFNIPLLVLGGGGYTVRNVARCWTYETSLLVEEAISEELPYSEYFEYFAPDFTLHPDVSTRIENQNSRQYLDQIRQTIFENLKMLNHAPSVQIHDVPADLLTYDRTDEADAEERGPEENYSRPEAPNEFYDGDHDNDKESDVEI
IEC-6 tox: IEC-6 cytotoxicity, counter-screen for KLF5 inhibitors. AID 1825. luminescence viability. inhibition, % at 5 µM. 290,000 compounds, 0.78% hits; in the data active = inhibition above about 22%;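 note: 0% = plate median of test compound wells and 100% = cytotoxic reference compound wells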
Platelet DG rel: modulates dense granule release in human platelets | human platelet-rich plasma, SFLLRN dense granule ATP release, luminescence | inhibition, %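 (compounds screened at 7.5 µM in platelet-rich plasma)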 | 300,000 compounds, 0.22% hits | AID 1663;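 active = mean replicate score, as percent of positive control, at or above 50; inconclusive = mean below 50 but at least one replicate at or above 50; inactive = mean and every replicate below 50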
HSP90 refold inh: HSP90 refolding inhibition in rabbit reticulocyte lysate | luciferase refolding luminescence, 3 h | inhibition, % at 5.6 µM | 290,000 compounds, 0.91% hits;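 active = inhibition above the screen-wide mean plus 3 SD, computed separately per campaign, cut at about 16% in these data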;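 note: 0% = DMSO wells and 100% = 60 µM geldanamycin wells; inhibitors lower the luminescence because luciferase stays unfolded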
AI-2 QS modul: Vibrio harveyi AI-2 quorum sensing modulation; Vibrio harveyi JMH597 AI-2 luminescence/OD600 ratio, 9 h; stronger effect = lower value; strain lacks LuxN and CqsS sensors; 0 = neutral-control median; activity change, % at 7.5 µM; 300,000 compounds, 0.4% hits; AID 2094; in the data active = activity change below about -75%, passing the limit was not always enough; inconclusive = no clear call, values can overlap the other calls;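 note: luminescence divided by OD600 gain over 9 h not by final OD600 alone; inactives centre near 13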
HSF-1 act: increases HSF-1 driven luciferase reporter signal | AID 504408 | NIH3T3-HGL HSF-1 luciferase reporter, MG132, 8 h; 100% = twice DMSO control signal | 300,000 compounds, 1.7% hits | activation, % at 9 µM;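 active = mean replicate activation of at least 50% with a set share of replicates each reaching 50%; inconclusive = only one of those two conditions met; inactive = mean below 50% and too few replicates reaching it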;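 note: 0% = median of the neutral control wells and 100% = twice that signal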
KLF5 inhibitor: kruppel-like factor 5 inhibition. DLD-1 KLF5 promoter-luciferase reporter, luminescence. inhibition, % at 5 µM. 290,000 compounds, 0.23% hits. AID 1700;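 active = inhibition above a per-plate limit of that plate's mean compound inhibition plus 3 SD, cut at about 60% in these data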;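 note: 0% = DMSO wells and 100% = LY294002 at 200 µM; higher means less KLF5 promoter-driven luciferase light; inactives centre near -14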
* marks the source's active call; other numbers are inactive results; u = inconclusive; x = no result given.

SMILES	HSF1 inhib	HIF activator	aSyn UTR inh	HDAC3 inhib	IEC-6 tox	Platelet DG rel	HSP90 refold inh	AI-2 QS modul	HSF-1 act	KLF5 inhibitor
COc1ccccc1NC(=S)NC(=O)/C=C/c1cccs1	8	-0.2	-35	-2	9	-13	-4	5	20	-3
Cc1ccc(C(=O)NCCS(=O)(=O)N2CCN(c3ccccc3F)CC2)cc1[N+](=O)[O-]	8	-1.2	-8	4	-1	-1	-5	35	28	-8
Cc1ccn2c(=O)c(C(=O)NCCN3CCOCC3)c(O)nc2c1	4	-0.4	-7	-2	-2	1	-2	16	-17	-8
COc1ccccc1NC(=O)COC(=O)C1CC2C=CC1C2 (stereo not drawn)	-1	0.2	-52	-7	-5	4	-8	14	-3	-46
CCN1CCN(C(=O)c2ccc3c(=O)n(C4CCCC4)c(=S)[nH]c3c2)CC1	-1	0.1	-9	4	0	7	0	8	14	-3
CCN1CCN(c2cc(C)c3cc(NC(=O)CCC(=O)Nc4ccc(OC)cc4OC)ccc3n2)CC1	-5	0.9	-20	4	-7	8	0	8	-2	-38
c1ccc(-c2n[nH]nc2-c2ccccc2)cc1	5	-0.5	16	5	-1	-1	0	-15	5	-5
CC(C)NC(=O)NC(=O)CSc1nnc(C(F)(F)F)n1C	1	0.3	12	-6	0	-2	2	3	-1	-9
O=C(Nc1cnn(Cc2ccc(F)cc2)c1)c1cc(-c2ccco2)on1	-54*	2.6	-8	x	3	2	-3	13	-66	-7
O=c1c(C(c2ccc(F)cc2)c2c(O)nc3n(c2=O)CCCS3)c(O)nc2n1CCCS2	0	-1.1	2	-3	2	-3	-5	-9	14	-3
CC(C(=O)Nc1ccc([N+](=O)[O-])cc1)N1CCN(C/C=C/c2ccccc2)CC1 (stereo not drawn)	-1	-0.8	13	5	-1	18	0	43	1	-11
O=C1CC(c2ccc(F)cc2)Cc2nc(NCc3ccco3)ncc21 (stereo not drawn)	11	0.2	6	0	-4	1	-3	2	3	7
CC(C(=O)Nc1ccccc1-c1ccccc1)N1CCN(S(=O)(=O)c2ccccc2)CC1 (stereo not drawn)	7	-0.5	19	-2	1	16	5	25	19	15
O=C(Nc1nccs1)[C@@H]1CCCN1C(=O)c1cccs1	-6	-1.0	15	5	-5	7	2	-5	7	-4
CCn1nc(C)cc1C(=O)N1CCc2c([nH]c3ccccc23)C1c1cc(F)ccc1F (stereo not drawn)	21	4.1	-61	-3	4	8	-4	5	49	-54
CSc1nsc(SC)c1NC(=O)OCc1ccccc1	29	0.6	-8	-1	-1	-5	-4	18	40	-49
O=C(Nc1cn(-c2ccccc2)nc1-c1cccs1)c1ccco1	7	0.6	1	-1	-2	16	1	2	5	-36
CC(C)CNC(=O)Cn1nc(C(F)(F)F)c2c1CCCC2	3	1.2	32	7	-1	-10	2	17	-12	26
CCOc1ccc(N(C)S(=O)(=O)c2cc(-c3cc(C)no3)ccc2C(C)C)cc1	2	-0.2	-13	-15	1	-20	4	13	23	-16
O=C(CCCC(=O)OCC(=O)c1cccs1)Nc1ccc(Oc2ccccc2)cc1	-3	0.2	12	18	-2	12	4	-2	17	-12
O=C(NN=C1CCN(Cc2ccccc2)CC1)c1cc(Br)ccc1O	3	0.0	-22	-3	5	-13	3	21	19	14
O=S(=O)(Nc1ccc(Oc2ncccn2)c(Cl)c1)c1ccc(Cl)cc1	0	-3.7	5	4	-4	-3	-1	48	0	-24
O=C(CNC(=O)c1ccccc1F)N/N=C/c1cccnc1	-3	0.6	-45	6	2	-14	-4	22	3	-26
COC(=O)Cc1cc(=O)[nH]c(/N=C(\N)Nc2ccc(C)cc2C)n1	-8	-0.1	-8	u	1	0	-2	15	2	-14
COC(=O)c1cc(NC(=O)c2ccc([N+](=O)[O-])cc2)c(=O)oc1C	0	0.0	19	-7	4	-4	4	-10	11	0
COc1ccc(-c2cc(=O)oc3c(C)c(OCC(=O)NCC4CCC(C(=O)O)CC4)ccc23)cc1 (stereo not drawn)	-1	0.3	24	2	0	0	4	2	-1	3
O=c1nc2n(c3ncccc13)CCCCC2	-1	-0.2	-1	4	2	4	6	17	-9	-15
Cc1cc(C)c2cc3c(N)c(C(=O)N4CCOCC4)sc3nc2c1	13	0.0	12	-9	2	0	0	24	5	-22
C=CCOc1ccc(C(=O)O)cc1Cl	-4	0.1	3	-5	3	0	-1	23	21	-3
O=[N+]([O-])c1ccc(-c2ncc(-c3ccc(Br)cc3)o2)cc1	16	0.3	-195	-2	-11	-12	-2	13	x	-7
Cc1ccc(C(=O)NC(c2ccccc2)C(Cl)Cl)cc1 (stereo not drawn)	5	0.9	2	2	-2	3	4	9	12	-39
COc1ccc2c(c1)CCc1c(C(=O)NCc3ccc(Cl)cc3)noc1-2	8	-0.3	10	-7	-3	-3	-1	7	25	-38
COc1ccc(NC(=O)CSc2ccc(-c3cccnc3)nn2)c(OC)c1	-1	-0.5	-13	-5	-5	-1	1	21	8	-3
O=C(Cc1ccc(Cl)cc1Cl)Nc1ccc(OC(F)F)c(Cl)c1	-6	0.1	27	6	5	-9	-7	13	-8	0
COc1ccc(S(=O)(=O)N2CCN(c3ccccc3OC)CC2)cc1OC	1	1.8	19	5	5	x	4	4	11	7
CCN(CC)CCCNC(=O)c1cc(Nc2ccc(OC)cc2)nc2ccccc12	-19	-25	-6	0	-2	6	4	-4	-24	-23
Cc1ccc(Nc2cc(C)c(O)c(C)c2)cc1	0	1.1	-22	1	0	1	11	2	9	-46
Cc1ccc2c(c1)N(C(=O)CCC(=O)N1CCOCC1)CC(C)O2 (stereo not drawn)	-5	0.1	9	-2	-6	6	-6	24	9	-10
S=c1nc(-c2ccccc2)oc2c1CCCC2	20	4.9	-144	u	2	-2	-4	17	u	-11
CNC(=O)/C(C#N)=C/c1c(N(Cc2ccccc2)Cc2ccccc2)nc2ccccn2c1=O	-5	-0.6	22	x	-1	-11	2	32	26	-9
CC(=O)Nc1cc(Cl)ccc1OS(=O)(=O)c1ccc(C)cc1	-4	0.1	6	1	-4	16	-1	14	16	7
COc1ccc(-c2nnc(SCC(=O)N/N=C/c3ccccc3C(=O)O)n2-c2ccc(Cl)cc2)cc1	0	0.8	4	x	0	-5	8	23	12	-25
CC1CCN(C(=O)CN(CCc2ccccc2)S(C)(=O)=O)CC1	4	0.4	13	12	-10	-2	0	9	-1	-14
CCCCC(=O)Oc1ccccc1C1SCc2cc(C)c(C)cc2CS1	-10	0.1	-5	-6	-1	3	-2	4	-11	-26
CCOC(=O)CCNC(=O)N1CCCC(CNS(=O)(=O)Cc2ccccc2)C1 (stereo not drawn)	-9	0.1	24	3	-7	0	-1	16	-20	-35
COc1cc(C(=O)N(C)C2CCCCC2)ccc1OC1CCN(C(C)=O)CC1	1	-7.5	-5	-5	1	-5	-3	-4	-1	-43
Cc1ccc(C(=O)OCC(=O)N2CC(C)OC(C)C2)cc1 (stereo not drawn)	-5	-0.2	4	-3	-9	-3	-9	24	3	-7
O=C(c1ccccc1F)N1CCN(C(=O)C2CC2)CC1	-9	-0.1	3	-1	-6	-8	1	29	-9	-4
O=C(CCN1C(=O)c2ccccc2C1=O)Nc1cccc(O)c1	-4	-0.5	-20	-1	-1	5	1	7	-14	-4
COC(=O)CC1Oc2ccc(C)cc2NC1=O (stereo not drawn)	-2	0.1	-2	-1	-1	-1	1	9	0	2
O=C(CC(c1ccccc1)(c1ccccc1)c1ccccc1)N[C@@H](Cc1ccccc1)C(=O)O	-3	-0.4	9	-1	-3	0	0	16	-5	3
O=C1CCCN1CN(C(=O)c1ccc2c(c1)OCO2)c1cccc(Cl)c1	-2	1.5	27	3	0	6	2	15	0	-8
CC(=O)c1c(C)[nH]c(C(=O)Nc2cccc(C(F)(F)F)c2)c1C	22	1.7	-100	-2	-12	-17	1	46	u	-51
CCN(CC)S(=O)(=O)c1ccc(OC)c(NC(=O)c2cc(=O)[nH]c3ccccc23)c1	-3	-0.3	22	1	7	-1	3	26	10	8
Cc1ccc(/C=C(/C#N)C(=O)NC(=O)Oc2ccccc2)cc1	-6	0.0	-15	5	4	0	0	23	3	-33
CNC(=O)CSc1nnc(-c2ccncc2)n1Cc1ccccc1	4	0.2	4	-5	2	-2	-4	21	5	-22
O=C(Nc1ccc(Cl)cn1)c1ccc2ccccc2n1	19	3.9	-96	-4	7	-1	-4	-1	16	17

Structural class: those above containing an aryl methoxy group
SMILES	HSF1 inhib	HIF activator	aSyn UTR inh	HDAC3 inhib	IEC-6 tox	Platelet DG rel	HSP90 refold inh	AI-2 QS modul	HSF-1 act	KLF5 inhibitor
COc1ccccc1NC(=S)NC(=O)/C=C/c1cccs1	8	-0.2	-35	-2	9	-13	-4	5	20	-3
COc1ccccc1NC(=O)COC(=O)C1CC2C=CC1C2 (stereo not drawn)	-1	0.2	-52	-7	-5	4	-8	14	-3	-46
CCN1CCN(c2cc(C)c3cc(NC(=O)CCC(=O)Nc4ccc(OC)cc4OC)ccc3n2)CC1	-5	0.9	-20	4	-7	8	0	8	-2	-38
COc1ccc(-c2cc(=O)oc3c(C)c(OCC(=O)NCC4CCC(C(=O)O)CC4)ccc23)cc1 (stereo not drawn)	-1	0.3	24	2	0	0	4	2	-1	3
COc1ccc2c(c1)CCc1c(C(=O)NCc3ccc(Cl)cc3)noc1-2	8	-0.3	10	-7	-3	-3	-1	7	25	-38
COc1ccc(NC(=O)CSc2ccc(-c3cccnc3)nn2)c(OC)c1	-1	-0.5	-13	-5	-5	-1	1	21	8	-3
COc1ccc(S(=O)(=O)N2CCN(c3ccccc3OC)CC2)cc1OC	1	1.8	19	5	5	x	4	4	11	7
CCN(CC)CCCNC(=O)c1cc(Nc2ccc(OC)cc2)nc2ccccc12	-19	-25	-6	0	-2	6	4	-4	-24	-23
COc1ccc(-c2nnc(SCC(=O)N/N=C/c3ccccc3C(=O)O)n2-c2ccc(Cl)cc2)cc1	0	0.8	4	x	0	-5	8	23	12	-25
COc1cc(C(=O)N(C)C2CCCCC2)ccc1OC1CCN(C(C)=O)CC1	1	-7.5	-5	-5	1	-5	-3	-4	-1	-43
CCN(CC)S(=O)(=O)c1ccc(OC)c(NC(=O)c2cc(=O)[nH]c3ccccc23)c1	-3	-0.3	22	1	7	-1	3	26	10	8
